Screens: PubChem BioAssay, several laboratories
MsrA act: activators of bovine methionine sulfoxide reductase A | 0.3% of 360,000 active | AID 602163 | activation, % at 10.6 µM | purified bovine MsrA, absorbance read-out; in the data active means activation above about 7.5%;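 further: 0% = vehicle and 100% = reference activator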
CendR NRP1 mod: alters CendR peptide binding to human NRP-1. O14786. FAM-RPARPAR peptide binding to NRP-1, fluorescence polarization. inhibition, % at 25 µM. 0.85% of 360,000 active;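 active means inhibition or corrected inhibition above about 18%, plus a signal ratio from 0.5 to 1.5, limit read from the data, passing the limit was not always enough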; further: strong numbers were not always called active
SUMO1-SIM PPI: modulators of human SUMO1-mediated protein-protein interactions | AID 602429 | inhibition, % at 20 µM | SUMO1 binding to a labelled peptide, TR-FRET, 1 h | 0.33% of 360,000 active; in the data active means inhibition above about 37%
Tb MetRS inh: Trypanosoma brucei MetRS inhibition. AID 624268. purified T. brucei MetRS, ATP depletion, Kinase-Glo luminescence. 0.4% of 360,000 active. inhibition, % at 11.9 µM;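 active means inhibition above a per-plate cutoff of the control wells' mean inhibition plus 3 SD, cut at about 5.5% in these data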;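 further: 0% = DMSO wells median and 100% = median of wells with control inhibitor compound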
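Assay system: T. brucei methionyl-tRNA synthetase, purified | Medium: HEPES buffer with MgCl2, KCl, DTT, spermine, BSA, pyrophosphatase | Compound: 11.9 µM single point | Incubation: 15 min enzyme-compound preincubation, 2 h reaction, 10 min detection, 25 °C | Measured by: Kinase-Glo luciferase luminescence reporting remaining unconsumed ATP | Measure: % inhibition normalized to control-well medians | Replication: Singlicate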
LMPTP inh: LMPTP (human) inhibition | P24666 | recombinant LMPTP-A, OMFP fluorogenic substrate, fluorescence intensity | inhibition, % at 20 µM | 0.22% of 360,000 active | AID 651560;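 active means compounds that cut the enzyme signal by at least half of the control window in the single-dose screen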;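 further: plate controls were DMSO wells with enzyme plus substrate for no effect and substrate without enzyme for full effect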
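Assay system: LMPTP-A enzyme. Input: 0.625 nM LMPTP-A final. Probe or stimulus: 400 µM OMFP. Compound dosing: single 20 µM dose. Schedule: 50 min dark incubation at room temperature. Detection: fluorescence intensity of OMFP turnover product. Read-out: percent inhibition versus substrate-only and uninhibited controls. Benchmarks: no-enzyme low control, uninhibited high control.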
DNMT1 block: DNMT1 (human) enzyme inhibition; DNMT1 molecular beacon, Hinp1I cleavage, fluorescence; inhibition (reported as % activation of signal), % at 10 µM; 0.83% of 360,000 active; AID 588458; in the data active means inhibition above about 50%
Target sequence (P26358 504-1616 limits assumed): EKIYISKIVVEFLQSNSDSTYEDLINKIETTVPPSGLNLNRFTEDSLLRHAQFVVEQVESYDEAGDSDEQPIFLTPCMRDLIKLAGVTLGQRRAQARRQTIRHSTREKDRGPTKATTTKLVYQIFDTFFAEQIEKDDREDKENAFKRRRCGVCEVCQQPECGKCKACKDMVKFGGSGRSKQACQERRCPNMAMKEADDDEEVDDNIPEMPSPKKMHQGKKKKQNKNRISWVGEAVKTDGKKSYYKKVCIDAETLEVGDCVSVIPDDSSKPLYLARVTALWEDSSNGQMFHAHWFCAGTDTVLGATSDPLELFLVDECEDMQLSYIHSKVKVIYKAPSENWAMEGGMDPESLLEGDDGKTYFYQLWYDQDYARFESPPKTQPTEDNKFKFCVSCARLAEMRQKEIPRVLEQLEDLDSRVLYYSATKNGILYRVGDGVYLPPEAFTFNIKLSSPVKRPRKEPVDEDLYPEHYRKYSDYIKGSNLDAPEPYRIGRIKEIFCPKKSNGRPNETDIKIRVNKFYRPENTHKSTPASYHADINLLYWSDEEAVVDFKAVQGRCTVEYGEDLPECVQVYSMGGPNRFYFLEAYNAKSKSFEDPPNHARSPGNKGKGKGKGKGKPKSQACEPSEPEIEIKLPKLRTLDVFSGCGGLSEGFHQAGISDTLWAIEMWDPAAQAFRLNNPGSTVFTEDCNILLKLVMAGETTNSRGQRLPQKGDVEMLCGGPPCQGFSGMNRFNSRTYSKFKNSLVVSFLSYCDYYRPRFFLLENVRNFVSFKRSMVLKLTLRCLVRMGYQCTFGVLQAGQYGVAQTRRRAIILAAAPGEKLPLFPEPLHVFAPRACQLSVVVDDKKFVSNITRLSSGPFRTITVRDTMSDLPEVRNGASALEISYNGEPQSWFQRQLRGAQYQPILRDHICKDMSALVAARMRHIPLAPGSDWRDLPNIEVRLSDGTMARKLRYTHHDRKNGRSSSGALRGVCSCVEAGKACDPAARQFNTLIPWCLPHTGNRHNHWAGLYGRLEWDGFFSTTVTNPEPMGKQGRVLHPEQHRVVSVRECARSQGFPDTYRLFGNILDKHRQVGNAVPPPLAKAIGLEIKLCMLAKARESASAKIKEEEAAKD
STEP inh: inhibitors of human striatal-enriched phosphatase STEP | P54829 | recombinant STEP, OMFP fluorogenic substrate, fluorescence | inhibition, % at 20 µM | 0.25% of 360,000 active;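 active means inhibition at 20 µM, scaled per plate between control wells, above about 37%, limit read from the data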;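 further: 0% = DMSO with enzyme and substrate and 100% = substrate only without enzyme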
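Measure: Control-normalized % inhibition with plate pattern correction | Test system: STEP phosphatase, cell-free reaction | Medium: pH 6.0 Bis-Tris with DTT and Tween 20 | Technique: Fluorescence, 480/540 nm | Times: Reaction 20 min, ambient temperature | Doses: Single compound dose of 20 µM, 1% DMSO final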
Scp-1 inhibitor: Scp-1 (human) phosphatase inhibition; Q9GZU7; Recombinant Scp1, phosphopeptide, malachite green phosphate absorbance; inhibition, % at 20 µM; 0.88% of 340,000 active; AID 493091;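 active means inhibition above about 50% at 20 µM, limit read from the data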;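 further: plate controls were DMSO wells with enzyme for no effect and wells lacking enzyme for full effect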
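assay system = SCP-1 phosphatase catalytic domain, residues 76-261 | buffer or medium = 50 mM Tris acetate pH 5.5, 0.005% Tween-20, 10 mM MgCl2 | incubation = enzyme reaction 45 min at room temperature, colour 5 min, stabilisation 30 min | signal = Phosphate-binding colour reagent, absorbance read at 630 nm | measure = % inhibition at 20 µM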
eLon inh: E. coli protease La inhibition | inhibition, % at 7.94 µM | AID 602123 | P0A9M0 | purified E. coli Lon protease, fluorescence polarization | 0.42% of 360,000 active; in the data active means inhibition above about 13%, passing the limit was not always enough;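 further: 0% = enzyme with probe and DMSO and 100% = no enzyme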
MsrA inh: bovine MsrA inhibition; purified bovine MsrA, absorbance read-out; inhibition, % at 15.5 µM; 0.75% of 360,000 active; AID 651718; in the data active means inhibition above about 4.5%;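 further: 0% = vehicle wells with enzyme and 100% = reference inhibitor wells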
Starred values were filed as active, the others as inactive; nt = no result given.

no.	Molecule	MsrA act	CendR NRP1 mod	SUMO1-SIM PPI	Tb MetRS inh	LMPTP inh	DNMT1 block	STEP inh	Scp-1 inhibitor	eLon inh	MsrA inh
1	COC(C[C@H]1O[C@@H]1[C@H](O)[C@H](C)OCc1ccccc1)OC	-2	26*	2	0.1	-1.6	4	-1	5	-8	0.3
2	Cc1cccc(-c2nnc3sc(-c4ccccc4)nn23)c1	-2	-3	-2	-0.7	2.1	3	1	-9	3	-1.6
3	O=C1CCC(=O)N1CC1CC2CCC1C2 (stereo not drawn)	-1	11	-2	-0.4	-1.0	1	-2	-2	4	-0.6
4	C[C@@H](NC(=O)Cn1ccc(N)nc1=O)c1cccc2ccccc12	-10	14	-3	-0.5	-2.4	1	-2	-2	11	-0.6
5	COc1ccc(NC(=O)N2CCCc3cccc(C)c32)cc1	-1	4	0	-0.2	-0.7	-35	0	3	9	-0.7
6	COc1cccc(N2C(=O)CC(N3CCC(c4nc5ccccc5[nH]4)CC3)C2=O)c1 (stereo not drawn)	-2	0	4	2.8	-1.4	-2	4	-4	0	0.4
7	COc1cc(C(=O)NCC2CCCO2)ccc1OCc1ccccc1 (stereo not drawn)	-7	12	1	-0.5	-0.8	3	2	2	13	-0.3
8	CCCC(=O)Nc1ccc(Cl)c(NC(=O)c2ccc(Br)o2)c1	-12	-10	0	-0.9	1.1	-1	0	-9	0	-0.7
9	CCOc1ccc(C(=O)c2nc3c(n2O)CCCCC3)cc1	-5	-2	-7	-0.3	-2.4	3	-1	-5	-3	3.4
10	O=C(NCCCl)NNC(=O)c1cc2ccccc2cc1O	-2	10	-17	0.0	-0.4	-2	1	6	10	1.1
11	COc1cccc(-c2cc(C(=O)N3CCN(c4ncccn4)CC3)c3ccccc3n2)c1	-2	4	-2	-1.4	-0.2	-7	1	1	2	0.8
12	O=C(NCc1ccccc1)c1cccc(S(=O)(=O)N2CCCCC2)c1	-1	31*	-1	0.1	-0.2	2	-1	-1	-2	1.2
13	Cc1nnc(SC(C)C(=O)Nc2ccc3c(c2)OCCO3)s1 (stereo not drawn)	-2	0	2	-0.1	-1.4	-2	1	-11	-4	-0.1
14	Cc1cc(C)c(C(=O)CSc2nc3ccccc3c(=O)[nH]2)cc1C	-2	-20	-4	-0.2	-1.9	0	0	0	6	-0.1
15	COC(=O)c1nc(NC(=O)c2ccc(F)cc2)n[nH]1	-3	-1	-1	0.2	-1.6	1	0	-11	-14	-0.4
16	COc1ccc(NS(=O)(=O)c2cccc(C(=O)NCC(c3ccco3)N3CCCC3)c2)cc1 (stereo not drawn)	-3	0	-63	0.4	-10	-5	-3	-11	8	-0.7
17	O=C(OCc1ccccc1)N1CCC2CC1c1c(Cl)cccc12 (stereo not drawn)	0	-16	2	-0.6	3.0	4	-1	-12	2	5.6*
18	O=C(NCC(=O)N(c1cccnc1)C(C(=O)NC1CCCCC1)c1cccnc1)c1ccco1 (stereo not drawn)	1	-10	-4	0.2	0.7	0	-4	3	-2	-0.8
19	COc1ccc(-c2cc(C(=O)N/N=C/c3cc(OC)c(OC)cc3OC)c3ccccc3n2)cc1	-3	4	0	0.6	3.1	-7	2	-1	-4	0.9
20	COC(=O)c1cc(COC(=O)CNC(=O)c2cccc(C)c2)oc1C	-4	-2	-2	-0.6	-0.5	16	0	-5	0	-0.6
21	O=C(CCC(=O)Nc1ccccc1)N/N=C/c1ccco1	-4	4	-13	-0.2	0.4	13	-2	15	-3	0.8
22	Cc1cc(C)n2nc(C(=O)NCc3ccco3)cc2n1	-1	-5	4	0.7	-0.8	3	0	-10	-7	1.6
23	COc1cccc(NC(=O)CSc2c3c(nc4ccccc24)CCCC3)c1	-3	-16	-4	0.0	1.6	-7	-3	-8	1	0.7
24	OC(c1ccc(F)cc1)c1ncc(-c2cccc(C(F)(F)F)c2)[nH]1 (stereo not drawn)	-11	1	3	-0.3	-0.7	15	-1	nt	-8	-0.4
25	CC(C)c1ccc(CC(=O)N2CCC2(C)C(=O)Nc2ccccc2)cc1 (stereo not drawn)	-2	-4	13	0.2	-0.4	6	-6	nt	8	0.1
26	COc1ccccc1N1CCN(CC(=O)NCc2ccc(Cl)cc2)CC1	-3	2	2	0.0	-3.1	2	2	4	0	-0.6
27	CCCCNC(=O)/C(C#N)=C/c1ccc(C(=O)OC)cc1	-2	7	-14	-0.3	-0.9	-8	-4	-7	-3	nt
28	Cc1ccc(C(C(=O)NCC2CCCO2)N(C(=O)c2snc(C(N)=O)c2N)c2ccc(F)cc2)o1 (stereo not drawn)	-4	-7	-17	-0.4	0.6	1	2	-1	2	1.0
29	CN(Cc1ccc(OCC(O)CN(C)Cc2ccccc2)cc1)Cc1nccn1C (stereo not drawn)	-5	3	-4	-0.8	1.3	0	0	-14	6	0.0
30	NC(=O)Cc1ccc(C(=O)c2ccc(F)cc2)s1	-2	-27	-8	0.0	-1.0	-1	-3	-8	-5	2.3
31	CNC[C@@H]1OCc2cnnn2CCCC(=O)N([C@H](C)CO)C[C@H]1C	-3	-6	4	-1.4	-5.9	10	-2	nt	-11	0.6
32	Cc1cccc(N2C(=O)N3[C@H](c4ccc(Cl)cc4)[C@@H]4C(=O)N(C5CCCCC5)C(=O)[C@@H]4[C@]3(Cc3ccc(Cl)cc3)C2=O)c1	-1	14	4	-0.4	2.5	-42	-1	-10	-11	nt
33	Cc1c(-c2ccc(Br)cc2)[n+](=O)c2c(n1[O-])CCCCC2	-2	3	-5	-0.5	-0.4	0	0	-1	0	0.6
34	CN(C)c1ccc(-c2nnn(CC(=O)Nc3ccccc3N3CCOCC3)n2)cc1	-7	-6	-2	-1.5	0.3	1	2	-9	3	0.0
35	CC(C)CC1C(=O)N(Cc2cn(CCC3OCCO3)nn2)CCS(=O)(=O)N1Cc1ccc(-c2ccc(Cl)c(Cl)c2)cc1 (stereo not drawn)	0	-2	6	-1.0	5.1	-25	-2	nt	-5	-0.3
36	CC(=O)c1ccc(NC(=O)CN2CCC(C(=O)c3ccc4c(c3)OCCO4)CC2)cc1	-2	-3	-3	-0.3	2.3	-4	-1	-9	-8	1.1
37	Cn1c(SCC(=O)N2CCOCC2)nc2sc3c(c2c1=O)CCCC3	-4	3	-2	0.1	-1.0	2	0	-10	2	-0.2
38	COC(=O)c1sc(C(F)(F)F)c(-c2ccccc2)c1S(=O)(=O)N1CCCC1	0	-4	1	0.3	2.3	1	2	-13	-8	0.1
39	CCOc1ccccc1NC(=O)CSc1nnc(CNC(=O)c2cccs2)o1	-5	9	3	-0.7	-1.7	2	1	-8	0	0.0
40	Cc1ccc(NC(=O)CN2C(=O)S/C(=C\C(=O)Nc3ccc(Cl)cc3)C2=O)cc1	-3	0	-1	0.1	0.1	17	1	-8	-3	-0.6
41	O=C(COC(=O)c1cncc(Br)c1)Nc1nc(-c2ccc(F)cc2)cs1	-2	-28	-2	0.0	-1.3	8	-2	-12	1	0.8
42	CN(C)S(=O)(=O)c1cccc(NC(=S)Nc2ccc3cn[nH]c3c2)c1	-2	-11	0	-0.2	-1.5	-1	4	1	8	1.5
43	Cc1cccc2sc(NC(=O)[C@@H]3CCCN3C(=O)c3cccs3)nc12	-3	7	4	-0.6	-2.3	1	-3	-8	9	-0.7
44	Cc1ccc(S(=O)(=O)NCCN2CCNC2=O)cc1	-8	3	-4	-1.1	-0.1	1	-2	-8	6	1.0
45	CCn1c(SCC(=O)N2CCC(C)CC2)nc2c(c1=O)SCC2	-8	0	-5	0.2	-0.4	3	0	-7	-4	1.3
46	COc1ccc(CC(=O)Nc2ccccc2N2CCOCC2)cc1OC	-14	9	0	-1.2	2.2	-1	1	-1	-1	-0.4
47	CCOC(=O)CC(NS(=O)(=O)c1ccc(NC(C)=O)cc1)c1ccc(OCC)cc1 (stereo not drawn)	-12	-4	1	-1.3	-1.0	7	-7	0	-9	-0.9
48	C[C@@H]1CN([C@H](C)CO)C(=O)CCCn2nncc2CO[C@H]1CN(C)C(=O)NC1CCCCC1	-4	11	1	0.1	-3.0	5	-1	nt	-13	0.2
49	COc1ccc(OC)c(-c2csc(NC(=O)COC(=O)c3ccc(NC(=O)CC#N)cc3)n2)c1	-3	-26	13	-0.4	4.6	22	0	-7	-13	nt
50	O=C(NNC(=O)C1CCN(S(=O)(=O)c2ccc(Cl)cc2)CC1)c1ccc(Cl)cc1	-4	3	4	-0.4	0.4	0	-2	-4	1	-0.3
51	O=C(O)c1ccc(Oc2nc3ccccc3s2)cc1	4	14	2	-0.3	-2.3	1	-2	-3	-2	-0.4
52	O=C(Nc1ccccc1Cl)O/N=C/c1ccncc1	-12	3	-1	-1.3	-1.4	2	-1	0	-3	-0.5
53	O=C(NNC(=O)c1cc2ccccc2oc1=O)c1ccccc1	0	0	-27	-0.2	0.2	1	5	4	1	2.0
54	CCOC(=O)c1cc2c(OC)ccc(OC)c2n1CC(=O)c1ccccc1	-5	-1	-8	-1.2	2.7	-3	0	-11	10	-0.1
55	CC(=O)c1ccc(Oc2ccc(C(C)=O)cc2)cc1	-1	-4	-3	0.5	-0.7	-3	-3	-6	-1	-0.6
56	O=[N+]([O-])c1cc(NCCO)c(N2CCCCCC2)c2nonc12	-4	8	-27	-1.3	0.8	-4	4	-10	6	1.8
57	COC(=O)c1ccc(COc2ccccc2/C=C(\C#N)C(=O)Nc2ccc(C)cc2C)cc1	-3	-1	-4	0.1	0.9	17	-1	-4	3	-0.2
58	Cc1ccc(S(=O)(=O)N2[C@H](CC(=O)c3cccs3)OC[C@@H]2C)cc1	nt	-1	1	-0.1	-0.4	nt	nt	nt	nt	-0.5
59	O=C(NCc1ccco1)C12CC3CC(CC(C3)C1)C2	0	-2	2	0.2	0.0	-1	-3	3	-2	0.4
60	Cc1ccc(NC(=O)COc2coc(CN3CCc4ccccc43)cc2=O)c(C)c1	-5	7	6	-0.4	1.2	2	1	7	12	0.4
61	Cc1ccc(S(=O)(=O)CCC(=O)N(Cc2nnc(-c3ccc(Cl)cc3)o2)C2CC2)cc1	-3	-11	-4	0.7	-0.2	-4	-2	-13	-8	0.8
62	CSCCC(C)N1CCC(Oc2ccc(C(=O)N3CCCC3)cc2)CC1 (stereo not drawn)	-1	5	0	-0.2	-0.9	1	0	-1	-8	1.1
63	Cc1ccc(NS(=O)(=O)c2ccc(C)c(C(=O)N3CCN(C)CC3)c2)cc1	-3	10	-1	-1.4	-0.3	0	-1	7	1	0.2
